Source: PubChem
FEN1 inh: qHTS Assay for the Inhibitors of Human Flap endonuclease 1 (FEN1) | P39748 | Recombinant FEN1 flap cleavage, fluorescence, 15 min | Potency, µM (top dose mostly 114 µM), for inactives: at the top dose activity change, negative = inhibition, most hits filed as inhibitors | 390,000 compounds, 0.35% hits | AID 588795, 2011; note: nearly all actives have a fitted effect of over 65% in size
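Compounds are tested as a concentration series against 10 nM FEN1; after a 15 min room-temperature preincubation, 50 nM substrate starts cleavage, with plate reads at 0 and 15 min. Normalized responses are fitted by a Hill equation.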
GCN5L2 inh: qHTS Assay for Inhibitors of GCN5L2. AID 504327, 2011. GCN5L2 HAT assay, ThioGlo1 CoA-SH fluorescence. Potency, µM (highest dose often 58.9 µM), for inactives: at the top dose activity change, negative = inhibition, usual class: inhibitors. 390,000 compounds, 0.21% hits
Target sequence (Q92830 whole entry, looked up): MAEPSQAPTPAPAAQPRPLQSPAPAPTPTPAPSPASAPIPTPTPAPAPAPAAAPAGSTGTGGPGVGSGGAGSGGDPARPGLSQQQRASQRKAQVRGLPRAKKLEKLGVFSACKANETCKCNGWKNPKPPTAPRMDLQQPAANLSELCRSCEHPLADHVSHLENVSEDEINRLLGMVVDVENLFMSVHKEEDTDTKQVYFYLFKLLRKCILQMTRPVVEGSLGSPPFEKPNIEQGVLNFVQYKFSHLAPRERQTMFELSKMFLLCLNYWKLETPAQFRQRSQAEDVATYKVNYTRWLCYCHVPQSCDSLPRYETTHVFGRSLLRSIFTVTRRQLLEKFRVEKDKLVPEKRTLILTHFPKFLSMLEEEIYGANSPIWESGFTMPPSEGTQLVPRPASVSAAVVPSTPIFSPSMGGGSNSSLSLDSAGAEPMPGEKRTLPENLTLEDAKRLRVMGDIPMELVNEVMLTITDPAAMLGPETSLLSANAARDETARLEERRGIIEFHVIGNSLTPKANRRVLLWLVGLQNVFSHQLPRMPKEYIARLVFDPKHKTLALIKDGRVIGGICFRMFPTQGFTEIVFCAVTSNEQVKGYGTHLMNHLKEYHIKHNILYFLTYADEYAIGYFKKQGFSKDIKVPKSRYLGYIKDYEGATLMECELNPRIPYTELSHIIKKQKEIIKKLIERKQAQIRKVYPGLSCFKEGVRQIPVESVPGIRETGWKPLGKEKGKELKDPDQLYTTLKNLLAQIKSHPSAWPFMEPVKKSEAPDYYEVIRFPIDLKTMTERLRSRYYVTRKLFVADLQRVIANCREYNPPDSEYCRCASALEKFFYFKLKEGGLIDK
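Free CoA generated was detected with ThioGlo1 (50uM) fluorescence at Ex340nm/Em540nm, read immediately and after 20 min at room temperature. Enzyme, 20 nM in HEPES pH 7.5 buffer, saw compounds 15 min before adding 75uM H3(1-25) peptide and 70uM acetyl-CoA.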
TDP1 cell CPT: qHTS for Inhibitors of human tyrosyl-DNA phosphodiesterase 1 (TDP1): qHTS in cells in presence of CPT; chicken DT40 Tdp1-/-;hTDP1 cells + 20 nM CPT, ATP luminescence, 48 h; Potency, µM (titrated, usually from 46.2 µM), without a hit: at the top dose activity change, negative = growth inhibition, hits mostly inhibitors; 420,000 compounds, 12% hits; note: nearly all actives have a fitted effect of over 55% in size
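Chicken DT40 Tdp1-/- cells stably complemented with human TDP1 were seeded at 400 cells/well in medium containing 20 nM camptothecin, exposed to pin-transferred compounds, and grown at 37 °C for at least 48 hr. Viability was read as ATP luminescence.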
* hit, by the source's call; ? = inconclusive; · = no result given; & = joins results of further samples; [ ] = dose if it differs, or a comment. Calls come from the whole dose curve; as a rule, active = well fitted curve in the direction sought with a large enough effect; inconclusive = small, poorly fitted or top-dose-only effect, or another doubt; inactive = no such curve, though single readings can be large; an effect the other way counts as inactive or inconclusive. % is set by controls: 0 for no effect and ±100 for the full control effect; potency is the fitted concentration of half-maximal effect. These rows are one share of the data (hit frequency here may not be typical).

Every second line gives: FEN1 inh, TDP1 cell CPT, GCN5L2 inh
CC(=O)c1cccc(NC(=O)C(C)OC(=O)c2ccc(Br)o2)c1 (configuration not stated)
 : -1%, ?, 0%
CCOC(=O)c1cnc2ccc(C(=O)OC)cc2c1Nc1ccc(C(=O)O)cc1
 : -21%, -16%, 0%
Cc1ccccc1-c1nc(CN2CCC(C(=O)NCCc3ccccc3)CC2)c(C)o1
 : -3%, 15µM*, 0%
N#CC(c1ccc(Cl)cc1)N1CCOCC1 (configuration not stated)
 : 17%, -1%, -4%
CCOC(=O)c1c(CSc2ccccc2)n(C)c2cc(Br)c(O)c(CN(C)C)c12
 : -11%, 21µM*, -15%
COc1ccc(NS(=O)(=O)c2cccc(C(=O)N/N=C/c3ccc4c(c3)OCCO4)c2)cc1
 : 1%, -14%, -7%
CCOc1ncccc1C(=O)Nc1ccc2c(c1)OCCO2
 : -13%, -27%, 0%
O=S(=O)(c1cccc2cccnc12)N1CCN(c2ccccn2)CC1
 : -2%, -2%, 20%
CCc1nnc(NC(=O)c2ccc(S(=O)(=O)N3CCN(Cc4ccccc4)CC3)cc2)s1
 : -2%, 0%, -11%
Cn1nc(-c2ccc(Cl)cc2)c2cc(C(=O)N3CCCC3)sc21
 : 17%, 18µM*, -17%
COc1ccc(CN(Cc2ccco2)C(=O)COc2ccccc2OC)cc1
 : -13%, ?, -1%
CCOC(=O)c1cnn(-c2nc(CC)nc3sc4c(c23)CCC4)c1N
 : 2%, -17%, -5%
Cc1ccc(N2C(=O)SC(N(CC(=O)O)c3ccc(C)cc3)C2=O)cc1 (configuration not stated)
 : 2%, 0%, -1%
COc1cc(/C=C(\C#N)C(=O)Nc2cccc(C(=O)O)c2)ccc1OCc1ccc(C)cc1
 : -21%, -9%, -18%
CC(C)c1cccc(C(C)C)c1NC(=O)COC(=O)c1ccc2c(c1)S(=O)(=O)c1ccccc1C2=O
 : 5%, -11%, -1%
COC(=O)c1cccc(NC(=O)c2cccs2)c1C
 : 1%, -7%, 2%
CCCCCCCc1nc2nc(C)c(Br)c(=O)n2[nH]1
 : ?, ?, -6%
Cc1cccc(C(=O)NCC(=O)OCc2cc(=O)n3nc(C)sc3n2)c1
 : -4%, -1%, -3%
O=C(CCCN1C(=O)c2cccnc2Oc2ccc(Cl)cc21)NCc1ccccc1F
 : 0%, ?, -10%
Cn1cnc(NCc2ccccc2)c1[N+](=O)[O-]
 : -8%, 1%, -1%
Cc1nc2c(nnn2Cc2ccccc2)c(=O)[nH]1
 : -15%, 23µM*, -7%
COc1ccc(C(=O)NC23CC4CC(CC(C4)C2)C3)cc1
 : 0%, -3%, -6%
Cc1ccc(Nc2ncc3c(n2)CC(C)CC3=O)c(C)c1 (configuration not stated)
 : 5%, -25%, -14%
Cc1ccccc1OCC(=O)Nc1ccc(-c2nc3cc(Cl)cc(Cl)c3o2)cc1
 : 4%, -9%, -6%
O=C(Cn1cc(C(F)(F)F)ccc1=O)N1CCN(S(=O)(=O)c2ccc(Cl)cc2)CC1
 : 4%, -6%, 4%
Cc1cc(/C=C2/NC(=O)NC2=O)c(C)n1-c1ccccn1
 : -3%, -5%, -7%
CN(Cc1nc(Cc2ccccc2F)no1)[C@@H]1CS(=O)(=O)C[C@H]1O
 : 18%, -1%, -1%
COc1ccc(-n2nc([N+](=O)[O-])c(=NCCc3ccc(C)cc3)n2O)cc1
 : -7%, ?, -9%
O=C(O)C1(O)CC(O)C(O)C(O)C1 (configuration not stated)
 : ·, 4%, -5%
CN(C)N=Nc1ccc2nc[nH]c2c1
 : 0%, -14%, -15%
CCn1cc(/C=C(\NC(=O)c2ccccc2OC)C(=O)NCCCn2ccnc2)c2ccccc21
 : 16%, ?, -7%
CCC(=O)N1CCN(c2ccc(NC(=O)c3ccc4c(c3)OCCO4)cc2)CC1
 : -11%, -16%, -6%
COc1ccc(NC(=O)Cc2ccccc2)cn1
 : -2%, -8%, -1%
COc1ccc(/C=C/c2nc(C#N)c(NCc3ccc(C)cc3)o2)cc1OC
 : -30%, ?, -16%
O=C(CNC1CCCCC1)N1CCc2ccccc2C1
 : 1%, 2%, 1%
O=C(Nc1ccccc1C(=O)NCCCN1CCOCC1)c1ccccc1
 : 20%, -1%, 0%
Cc1ccc2occ(/C=N/NC(=O)c3ccccc3Br)c(=O)c2c1
 : -1%, ?, -5%
COc1ccc(CN(Cc2ccc(C(=O)O)cc2)C(=S)Nc2cc(C)cc(C)c2)cc1OC
 : -4%, -3%, -10%
CCCCCCc1ccc(OC(=O)c2ccncc2)cc1
 : -18%, -19%, 2%
Cc1oc2cc3c(C(=O)N4CCCCC4)c(C)oc3cc2c1C(=O)N1CCCCC1
 : -3%, ?, 0%
CCSc1ncc(Cl)c(C(=O)Nc2c(C(=O)c3ccc(C)c(F)c3)oc3ccccc23)n1
 : 4%, -12%, -2%
COc1cc(C(=O)Nc2ccc(C#N)cc2)c([N+](=O)[O-])cc1OC
 : -6%, -25%, -6%
Cc1cccc(NC(=O)c2c(-c3ccccc3)noc2C)n1
 : 3%, -16%, -12%
COC(=O)c1cccc(CN2C(=O)SC(Nc3ccc(Cl)cc3)C2=O)c1 (configuration not stated)
 : -3%, ?, -28%
O=C(CN1CCN(c2ccccn2)CC1)N1CC(O)CO1 (configuration not stated)
 : -1%, -16%, -3%
Clc1cccc(-n2ncc3c(N4CCN(Cc5ccccc5)CC4)ncnc32)c1
 : -3%, 23µM*, 3%
Nc1ccc(N2CCCC2)c(S(=O)(=O)Nc2cccc(C(F)(F)F)c2)c1
 : -3%, ?, -10%
CCCC(=O)Nc1nc2n(n1)C(c1ccccc1)CC(=O)N2 (configuration not stated)
 : -9%, 0%, 1%
CCC[n+]1c(/C=C/c2c(OC)cc(OC)cc2OC)ccc2ccccc21
 : 28µM*, 0.11µM*, ·
COc1ccc(N2CCN(C(=O)NCc3noc4ccccc34)CC2)cc1
 : -2%, ?, 0%
CCC(C)(C)n1nnnc1C(c1ccc(OC)c(OC)c1)N1CCN(c2ccccc2)CC1 (configuration not stated)
 : -7%, -2%, -25%
O=C(NCc1ccc(Cl)cc1)C1CCCCN1S(=O)(=O)c1ccccc1 (configuration not stated)
 : 12%, -18%, -4%
O=C(COc1ccccc1)NS(=O)(=O)c1ccccc1
 : 8%, 15%, -5%
Cc1cc2oc(=O)c3c(c2cc1OCc1nn[nH]n1)CCCC3
 : -1%, 8%, -6%
CCC(=O)N1c2ccc(S(=O)(=O)NCCc3ccc(C)cc3)cc2CC1C (configuration not stated)
 : -19%, -27%, -24%
CCOC(=O)c1c(S(=O)(=O)N2CCC(C(=O)Nc3ccc(OCC)cc3)CC2)c(C)n(C)c1C
 : 21%, -8%, 0%
COc1cc(C(=O)N(Cc2ccc(C)o2)C2CCS(=O)(=O)C2)cc(OC)c1OC (configuration not stated)
 : 5%, -1%, -5%
COC(=O)C1=C(C(=O)OC)[C@]2([C@H]3C/C=C\CN[C@@H](Cc4ccccc4)C(=O)N3Cc3ccccc3)C=C[C@H]1O2
 : -23%, ?, ·
O=C1CN(C(=O)CC2C(=O)NCCN2Cc2ccccc2C(F)(F)F)CCN1 (configuration not stated)
 : -2%, 8%, -8%
CCC(CC)C1=NN2C(=N)/C(=C\c3cc(C)n(-c4cccc(C)c4)c3C)C(=O)N=C2S1
 : 10%, -24%, -16%

(continued)
Every second line gives: FEN1 inh, TDP1 cell CPT, GCN5L2 inh
CC(=O)COC(=O)CNC(=O)c1ccc(Br)cc1
 : -1%, -5%, -2%
CC(=O)N(c1nc(CCl)cs1)c1c(C)cc(C)cc1C
 : 19%, 20%, 3%
COc1cccc(-c2nc(CS(=O)(=O)CC(=O)NCCCN3C(C)CCCC3C)c(C)o2)c1 (configuration not stated)
 : -7%, 2%, 0%
CCc1nc(C#N)c(N2CCCCC2)o1
 : 0%, -4%, -3%
Cc1ccccc1CC1(CO)CCCN(C(=O)Cc2c(F)ccc(F)c2F)C1 (configuration not stated)
 : 13%, 16µM*, -18%
Cc1ccc(C)c(N2CCN(c3nnnn3-c3ccccc3)CC2)c1
 : -15%, ?, -23%
N#Cc1ccc(CN2CCCC3(CCN(C(=O)c4ccco4)CC3)C2)cc1
 : ·, 0%, 6%
COc1c(Cl)cc(C(=O)NN)cc1Cl
 : 1%, 0%, -10%
CC(=O)Oc1ccc(N(C(C)=O)S(=O)(=O)c2ccc(C)cc2)c2ccccc12
 : -1%, 5.2µM*, ·
Cc1onc(-c2c(F)cccc2Cl)c1C(=O)Nc1cccc(S(=O)(=O)N2CCCCC2)c1
 : -2%, ?, ·
CCSc1nnc(Cc2cc(=O)[nH]c(=O)[nH]2)n1-c1cc(C)ccc1C
 : 5%, 2%, -6%
O=C(c1ccccc1)N1N=C(C(F)(F)F)CC1(O)c1ccc(F)cc1 (configuration not stated)
 : 14%, ?, -24%
Cn1c(C(=O)N2CCCC(C(=O)N3CCN(C(=O)c4ccco4)CC3)C2)cc2sccc21 (configuration not stated)
 : 15%, 15µM*, -3%
CCC(C)(C)c1nnc(NC(=O)C2CCN(C(=O)c3ccco3)CC2)s1
 : -35%, 21µM*, -28%
CN(C)S(=O)(=O)N1CCN(S(=O)(=O)N2CCOCC2)CC1
 : -3%, 6%, -7%
O=C(/C=C/c1ccc(Cl)c(Cl)c1)NCc1ccco1
 : 1%, 4%, -6%
COc1ccc(N2CC(O)=C(c3nc4ccccc4s3)C2=N)c(OC)c1
 : -23%, ?, 1%
COC(=O)c1cc(OC)c(OC)cc1NC(=S)Nc1cccc(Cl)c1
 : -2%, 1%, -4%
O=C(NCCSCc1ccc(Cl)cc1)C1CCN(S(=O)(=O)Cc2ccccc2)CC1
 : -7%, -27%, -1%
COc1ccc(S(=O)(=O)N2CCCCC2)cc1NC(=O)CCc1nc2ccccc2c(=O)[nH]1
 : 0%, -22%, 2%

Just TDP1 cell CPT and FEN1 inh, for some of the entries so far:
molecule	TDP1 cell CPT	FEN1 inh
O=C(NCCSCc1ccc(Cl)cc1)C1CCN(S(=O)(=O)Cc2ccccc2)CC1	-27%	-7%
COc1ccc(S(=O)(=O)N2CCCCC2)cc1NC(=O)CCc1nc2ccccc2c(=O)[nH]1	-22%	0%

The main list resumes, repeating the four entries before the break.
Every second line gives: FEN1 inh, TDP1 cell CPT, GCN5L2 inh
COc1ccc(N2CC(O)=C(c3nc4ccccc4s3)C2=N)c(OC)c1
 : -23%, ?, 1%
COC(=O)c1cc(OC)c(OC)cc1NC(=S)Nc1cccc(Cl)c1
 : -2%, 1%, -4%
O=C(NCCSCc1ccc(Cl)cc1)C1CCN(S(=O)(=O)Cc2ccccc2)CC1
 : -7%, -27%, -1%
COc1ccc(S(=O)(=O)N2CCCCC2)cc1NC(=O)CCc1nc2ccccc2c(=O)[nH]1
 : 0%, -22%, 2%
CCOC(=O)Cn1nnnc1C(C(C)C)N(Cc1cccs1)Cc1cc2cc(C)ccc2[nH]c1=O (configuration not stated)
 : ?, ?, -9%
Cc1ccc(C2(C)NC(=O)N(CC(=O)Nc3cc(S(=O)(=O)N4CCOCC4)ccc3C)C2=O)cc1 (configuration not stated)
 : -1%, ?, 1%
Cc1nn(C)cc1CNC(=O)/C=C/c1cnn(C)c1
 : -9%, 0%, 1%
CCc1nc(Nc2ccccc2OC)c2oc3ccccc3c2n1
 : -22%, ?, 9%
Cc1cc(C(=O)Cn2nc(C(=O)O)c3ccccc3c2=O)c(C)n1CCc1ccc(Cl)cc1
 : -14%, 21µM*, -7%
COc1ccc(CNC(=O)c2ccncc2)cc1
 : -10%, -24%, ?
CC(NC(=O)C1CCCCC1)C(c1cccs1)N1CCOCC1 (configuration not stated)
 : 21%, 3%, -9%
Cc1cc(C(=O)N/N=C/c2c(C)[nH]n(-c3ccccc3)c2=O)n[nH]1
 : -10%, 21µM*, -6%
O=C(CCCCC(=O)Nc1c(I)cc(I)c(C(=O)O)c1I)Nc1c(I)cc(I)c(C(=O)O)c1I
 : 0%, 7%&3%, 0%[21.4 µM]
CN(C)C(CNC(=O)c1ccc(S(=O)(=O)Nc2cccc(C(F)(F)F)c2)cc1)c1ccco1 (configuration not stated)
 : 10%, ?, 1%
Cc1cc(C)nc(NC(=O)CSc2nn(-c3ccccc3)c(=S)s2)n1
 : ?, 11%, -23%
COc1ccc(-n2c(=O)c3ccccc3n(CC(=O)NC3CCCCC3)c2=O)c(OC)c1
 : 1%, -5%, -4%
O=C(Nc1cccnc1Cl)c1cccs1
 : 14%, -8%, -1%
Cc1noc(C)c1NC(=O)Nc1cccc2c1O[C@H](CN(C)S(=O)(=O)c1cccs1)[C@@H](C)CN([C@H](C)CO)C2=O
 : -9%, -17%, 1%
COc1ccc(NC(=O)/C(C#N)=C/c2c(C)nn(-c3ccc(F)cc3)c2Cl)cc1Cl
 : 1%, ?, 1%
COc1ccc(C(=O)NCC(c2ccc(N(C)C)cc2)N2CCCC2)c(OC)c1 (configuration not stated)
 : -3%, ?, -13%
